POLI inh = DNA polymerase iota (human) inhibition; AID 588590; 1% of 390,000 active; Pol iota fluorescent replication assay, 10 min; Potency, µM (highest dose often 115 µM), for the others: at the top dose activity, negative = inhibition, most hits filed as inhibitors; Q9UNA4; further: potency means the concentration at half of the fitted maximal effect
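Pol iota at 10 nM preincubated 15 min with compounds at room temperature; reaction started with fluorescent substrate, 50 nM final. Fluorescence read kinetically at 0 and 10 min; buffer-only wells as negative control.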
PGK inhibitor = blocks T. brucei phosphoglycerate kinase; P07378; PGK/GAPDH coupled, Kinase-Glo luminescence, 60 min; Potency, µM (doses to about 57.5 µM), without a hit: at the top dose activity change, negative = inhibition, usual class: inhibitors; 0.043% of 380,000 active; further: potency means the concentration at half of the fitted maximal effect; on the % scale 0 is the no-effect control and ±100 the full control effect; nearly all actives have a fitted effect of over 60% in size
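Luminescent ATP detection (Kinase-Glo Plus) follows a 60-minute room-temperature incubation, with wells lacking PGK as controls. Buffer: 100 mM TEA (pH 7.6), 5 mM MgCl2, 0.01% Tween-20. Coupling enzyme GAPDH (100 nM final) supplies unstable 1,3-BPG in-well.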
Pol beta inh = blocks human DNA polymerase beta activity; P06746; Pol beta primer extension/strand displacement, fluorescence kinetic; Potency, µM (titrated, usually from 114 µM), inactives show at the top dose activity change, negative = inhibition, actives largely listed as inhibitors; 1.3% of 340,000 active; AID 485314; further: potency means the concentration at half of the fitted maximal effect; on the % scale 0 is the no-effect control and ±100 the full control effect
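Curves were derived by four-parameter Hill fits of normalized qHTS data. The kinetic fluorescent primer-extension read was taken at 0 and 10 min after 50 nM substrate, following a 15 min room-temperature preincubation of 10 nM enzyme with compounds.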
POLH inh = inhibitors of human DNA polymerase eta; Q9Y253; recombinant Pol eta, fluorescent DNA replication assay; Potency, µM (series often up to 114 µM), inactives show at the top dose activity change, negative = inhibition, usual class: inhibitors; 1.2% of 390,000 active; AID 588591; further: potency means the concentration at half of the fitted maximal effect; on the % scale 0 is the no-effect control and ±100 the full control effect
Target sequence (Q9Y253 whole entry, looked up): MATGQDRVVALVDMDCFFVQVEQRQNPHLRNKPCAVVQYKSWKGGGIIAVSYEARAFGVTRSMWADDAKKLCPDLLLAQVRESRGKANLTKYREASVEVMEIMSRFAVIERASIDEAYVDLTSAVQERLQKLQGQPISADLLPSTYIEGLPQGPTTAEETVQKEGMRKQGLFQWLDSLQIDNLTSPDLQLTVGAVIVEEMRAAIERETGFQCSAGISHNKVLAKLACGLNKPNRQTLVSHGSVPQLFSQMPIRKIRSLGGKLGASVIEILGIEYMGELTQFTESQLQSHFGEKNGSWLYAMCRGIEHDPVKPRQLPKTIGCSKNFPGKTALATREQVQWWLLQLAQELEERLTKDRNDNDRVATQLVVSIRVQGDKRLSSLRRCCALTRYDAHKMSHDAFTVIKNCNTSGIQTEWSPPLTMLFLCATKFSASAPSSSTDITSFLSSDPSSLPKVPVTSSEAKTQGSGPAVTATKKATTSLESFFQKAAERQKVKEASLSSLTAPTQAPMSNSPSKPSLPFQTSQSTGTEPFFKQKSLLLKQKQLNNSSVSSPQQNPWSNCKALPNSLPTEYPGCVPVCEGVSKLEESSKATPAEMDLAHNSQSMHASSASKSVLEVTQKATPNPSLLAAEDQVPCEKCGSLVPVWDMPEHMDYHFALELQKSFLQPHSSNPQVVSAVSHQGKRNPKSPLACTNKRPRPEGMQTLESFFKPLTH
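Pol eta at 10 nM preincubated with compounds 15 min at room temperature; reaction started with fluorescent substrate (50 nM final) and read kinetically at 0 and 10 min.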
POLK inh = inhibitors of human DNA polymerase kappa; 0.53% of 400,000 active; purified Pol kappa, fluorescent DNA synthesis assay, 10 min; Q9UBT6; AID 588579; Potency, µM (top dose mostly 107 µM), without a hit: at the top dose activity, negative = inhibition, most hits filed as inhibitors; further: potency means the concentration at half of the fitted maximal effect; on the % scale 0 is the no-effect control and ±100 the full control effect
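Inhibition of 10 nM Pol kappa is measured by a fluorescent read-out at 0 and 10 min following addition of 50 nM substrate (final), with a 15-min room-temperature compound preincubation.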
APE1 inh = APE1 (human) endonuclease inhibition | recombinant APE1, TAMRA/BHQ-2 abasic DNA cleavage fluorescence | P27695 | Potency, µM (highest dose often 65.8 µM), for the others: at the highest dose activity change, negative = inhibition, usual class: inhibitors | 0.35% of 350,000 active;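 further: potency means the concentration at half of the fitted maximal effect; plate controls were vehicle for no effect and reference inhibitor for full effect; nearly all actives have a fitted effect of over 55% in size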
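0.75 nM APE1 + cpd, 15 min RT; start w/ 50 nM TAMRA/BHQ-2 THF-abasic dsDNA; kinetic fluor 525/598 nm ×3 reads @60 s; Δ(read3−read1); normalized to DMSO and NSC13755 control wells.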
RXFP1 antag = antagonists of human relaxin receptor RXFP1; Q9HBX9; HEK293-RXFP1, relaxin-stimulated cAMP HTRF, 30 min; active compounds read low; activity change, negative = inhibition, % at 57.5 µM; 0.59% of 350,000 active; AID 1259400;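 active means activity change of -60% or lower, but not beyond a set lower limit; inconclusive means change between -60% and -40%, or beyond the set limit; inactive means change above -40%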; further: on the % scale 0 is the no-effect control and ±100 the full control effect
Anesthetic bind = binds horse apoferritin like a general anesthetic | P02791 | apoferritin/1-aminoanthracene competitive binding, fluorescence | Potency, µM (highest dose often 77.5 µM), without a hit: top-dose activity change, negative = displacement, hits mostly inhibitors | 0.074% of 350,000 active | AID 485281; further: potency means the concentration at half of the fitted maximal effect; on the % scale 0 is the no-effect control and ±100 the full control effect; nearly all actives have a fitted effect of over 20% in size
Target sequence (P02791 2-175 limits assumed): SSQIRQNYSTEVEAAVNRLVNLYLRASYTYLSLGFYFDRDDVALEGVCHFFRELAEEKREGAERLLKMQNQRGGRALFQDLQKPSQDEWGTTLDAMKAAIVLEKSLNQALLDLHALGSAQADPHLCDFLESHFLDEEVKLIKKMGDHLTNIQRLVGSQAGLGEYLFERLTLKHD
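Horse-spleen apoferritin (10 uM) in 50% saturated 1-aminoanthracene in PBS was incubated 10 min at room temperature with compound. Fluorescence (ex 380, em 535 nm) was normalized to free and bound 1-AMA, with concentration-response fitted by a four-parameter Hill equation.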
BLM helicase inh = Bloom syndrome helicase (human) inhibition | Potency, µM (doses to about 56.1 µM), for the others: top-dose activity change, negative = inhibition, actives largely listed as inhibitors | 0.2% of 350,000 active | P54132 | recombinant BLM DNA unwinding, fluorescence dequenching;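 further: potency means the concentration at half of the fitted maximal effect; plate controls were vehicle for no effect and no enzyme for full effect; nearly all actives have a fitted effect of over 35% in size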
* = called active by the depositor; i = inactive; ? = inconclusive; nt = no result given; & = joins results of further samples; [ ] = dose if it differs, or a comment. Unless noted, the call rests on the fitted dose curve; in most records, active means well fitted curve in the direction sought with a large enough effect; inconclusive means small, poorly fitted or top-dose-only effect, or another doubt; inactive means no such curve, though single readings can be large; an effect the other way counts as inactive or inconclusive. This is a subset (hit frequency here may not be typical).

cpd	Molecule	POLK inh	RXFP1 antag	POLH inh	APE1 inh	PGK inhibitor	POLI inh	BLM helicase inh	Anesthetic bind	Pol beta inh
1	Nc1nonc1-c1nc2ccccc2n1CC(=O)Nc1cccc(C(F)(F)F)c1	-1%	?	-15%	nt	-1%	20%	-1%	?	0%
2	CC1CN(C(=O)CSc2nnc(C3CCCCC3)n2N)CC(C)O1 (stereo not drawn)	13%	-8	-5%	31%	i	36%[activator]	nt	nt	nt
3	Cc1ccc(OCC(=O)N/N=C2\CC(=O)CC(C)(C)C2)c(Br)c1	4%	-1	-14%	14%	-8%	8%	-2%	-7%	-4%
4	CCc1ccc(NC(=O)c2sc3nc(C)c(Cl)c(C)c3c2NC(=O)c2ccccc2)cc1	-4%	nt	3%	nt	-2%	-5%	-5%	-10%	7%
5	Cc1ccccc1NC(=O)CCN1CCN(Cc2ccccc2)CC1	-1%	-11	-11%	0%	-10%	18%	-13%	-5%	14%
6	O=C(COC(=O)c1cnccn1)NCCc1ccc(Cl)cc1Cl	1%	-2	-6%	0%	-1%	13%	1%	-12%	-2%
7	c1ccc(CSc2ccc(-c3cccnc3)nn2)cc1	0%	12	-6%	18%	-6%	?	-13%	-9%	-16%
8	Cc1oc2ccc(OCc3ccc(F)cc3)cc2c1C(=O)O	10%	-12	-5%	10%	-10%	-5%	-1%	-12%	0%
9	CCC(=O)Nc1ccccc1Oc1ccccc1	6%	-1	?	1%	-7%	12%	-3%	-4%	3%
10	C[C@H](NC(N)=O)C(=O)N1CCN(S(=O)(=O)c2ccc3ccccc3c2)CC1	8%	-8	-3%	49%[activator]	-2%	61%[activator]	1%	0%	-2%
11	CS(=O)(=O)CC(=O)Nc1ccc2nc3n(c(=O)c2c1)CCCCC3	8%	-13	-14%	2%	-6%	17%	-1%	-3%	-1%
12	CN=c1scc(C)n1/N=C/c1cc(Br)c(O)c(OC)c1	-4%	-2	-8%	0%	-7%	168%[activator]	-7%	4%	1%

Single entries from the list.
`CS(=O)(=O)CC(=O)Nc1ccc2nc3n(c(=O)c2c1)CCCCC3` @ Anesthetic bind: -3%
`Cc1ccc(OCC(=O)N/N=C2\CC(=O)CC(C)(C)C2)c(Br)c1` @ POLI inh: 8%

Following part.
cpd	Molecule	POLK inh	RXFP1 antag	POLH inh	APE1 inh	PGK inhibitor	POLI inh	BLM helicase inh	Anesthetic bind	Pol beta inh
13	O=C(Nc1ccc(Br)cc1)C1CC(O)CN1C(=O)Oc1ccccc1 (stereo not drawn)	-4%	-6	8%	81%[activator]	6%	25%	2%	5%	4%
14	COc1ccccc1NC(=O)C(C)OC(=O)C1CCN(S(=O)(=O)c2ccccc2C(F)(F)F)CC1 (stereo not drawn)	-13%	8	-9%	nt	9%	-3%	nt	nt	nt
15	OCCC1CN(Cc2cc(F)ccc2-n2cccn2)CCN1C1CCCC1 (stereo not drawn)	4%	1	-5%	-4%	-1%	22%	1%	3%	1%
16	CCOc1ccc(CNC(=O)Nc2ccccc2)cc1	4%	13	-12%	-5%	-2%	162%[activator]	2%	-3%	42%
17	COc1ccc(CC(=O)Nc2ccc3nc(SC)sc3c2)cc1OC	9%	-4	-14%	?	-8%	5%	2%	-22%	43%[activator]
18	COC(=O)/C=C1\S/C(=N\N=C\CC(=O)OC)NC1=O	40µM*	-5	?	2%	-4%	18µM*	4%	0%	-37%
19	CCCn1c(CCC(=O)Nc2ccc(OCC)cc2)nc2cccnc21	2%	4	-21%	nt	i	24%	1%	-5%	6%
20	Cc1ccc(NC(=O)CSc2nc3c(oc4ccccc43)c(=O)n2Cc2ccco2)cc1	-12%	nt	1%	nt	-1%	7%	-8%	4%	17%
21	C=CCOCCN1C(=O)C2C(c3ccccc3)C=CC(c3ccccc3)C2C1=O (stereo not drawn)	-1%	2	?	0%	-12%	?	0%	?	-8%
22	Cc1ccc(-c2csc(N3CCC(C(N)=O)CC3)n2)cc1	-7%	nt	-7%	2%&-6%	2%	-13%	nt	nt	nt

Some of the entries so far, with one line to a screen.
5. Cc1ccccc1NC(=O)CCN1CCN(Cc2ccccc2)CC1
6. O=C(COC(=O)c1cnccn1)NCCc1ccc(Cl)cc1Cl
7. c1ccc(CSc2ccc(-c3cccnc3)nn2)cc1
8. Cc1oc2ccc(OCc3ccc(F)cc3)cc2c1C(=O)O
9. CCC(=O)Nc1ccccc1Oc1ccccc1
10. C[C@H](NC(N)=O)C(=O)N1CCN(S(=O)(=O)c2ccc3ccccc3c2)CC1
11. CS(=O)(=O)CC(=O)Nc1ccc2nc3n(c(=O)c2c1)CCCCC3
12. CN=c1scc(C)n1/N=C/c1cc(Br)c(O)c(OC)c1
13. O=C(Nc1ccc(Br)cc1)C1CC(O)CN1C(=O)Oc1ccccc1 (stereo not drawn)
14. COc1ccccc1NC(=O)C(C)OC(=O)C1CCN(S(=O)(=O)c2ccccc2C(F)(F)F)CC1 (stereo not drawn)
15. OCCC1CN(Cc2cc(F)ccc2-n2cccn2)CCN1C1CCCC1 (stereo not drawn)
16. CCOc1ccc(CNC(=O)Nc2ccccc2)cc1

| Compound | 5 | 6 | 7 | 8 | 9 | 10 | 11 | 12 | 13 | 14 | 15 | 16 |
| --- | --- | --- | --- | --- | --- | --- | --- | --- | --- | --- | --- | --- |
| POLK inh | -1% | 1% | 0% | 10% | 6% | 8% | 8% | -4% | -4% | -13% | 4% | 4% |
| RXFP1 antag | -11 | -2 | 12 | -12 | -1 | -8 | -13 | -2 | -6 | 8 | 1 | 13 |
| POLH inh | -11% | -6% | -6% | -5% | ? | -3% | -14% | -8% | 8% | -9% | -5% | -12% |
| APE1 inh | 0% | 0% | 18% | 10% | 1% | 49%[activator] | 2% | 0% | 81%[activator] | nt | -4% | -5% |
| PGK inhibitor | -10% | -1% | -6% | -10% | -7% | -2% | -6% | -7% | 6% | 9% | -1% | -2% |
| POLI inh | 18% | 13% | ? | -5% | 12% | 61%[activator] | 17% | 168%[activator] | 25% | -3% | 22% | 162%[activator] |
| BLM helicase inh | -13% | 1% | -13% | -1% | -3% | 1% | -1% | -7% | 2% | nt | 1% | 2% |
| Anesthetic bind | -5% | -12% | -9% | -12% | -4% | 0% | -3% | 4% | 5% | nt | 3% | -3% |
| Pol beta inh | 14% | -2% | -16% | 0% | 3% | -2% | -1% | 1% | 4% | nt | 1% | 42% |

17. COc1ccc(CC(=O)Nc2ccc3nc(SC)sc3c2)cc1OC
18. COC(=O)/C=C1\S/C(=N\N=C\CC(=O)OC)NC1=O
19. CCCn1c(CCC(=O)Nc2ccc(OCC)cc2)nc2cccnc21

| Compound | 17 | 18 | 19 |
| --- | --- | --- | --- |
| POLK inh | 9% | 40µM* | 2% |
| RXFP1 antag | -4 | -5 | 4 |
| POLH inh | -14% | ? | -21% |
| APE1 inh | ? | 2% | nt |
| PGK inhibitor | -8% | -4% | i |
| POLI inh | 5% | 18µM* | 24% |
| BLM helicase inh | 2% | 4% | 1% |
| Anesthetic bind | -22% | 0% | -5% |
| Pol beta inh | 43%[activator] | -37% | 6% |
